OXTR potentiator – human OXTR potentiators, primary screen, fluorescence, CHO-OTR cells, Fluo-8 calcium; Fluo-8 calcium fluorescence, potentiator mode; 0% = oxytocin EC15, 100% = EC100; AID 2445, 2010; Oxytocin receptor (Homo sapiens), P30559; activation, % at 3 µM; hit rate 0.061% among 320,000;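 active = activation above that plate's cutoff, the mean activation of tested compounds plus 3 SD, cut at about 6.6% in these data, passing the limit was not always enough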;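 also: 100% uses oxytocin at 75 nM as the full agonist control; some results filed as inactive read as strong as hits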
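Assay system: CHO cell line stably expressing human OTR | Also added: Oxytocin at about EC15, sub-maximal agonist stimulus | Times: Compound 6 min at room temperature before oxytocin, 100 s read | Measured by: Fluo-8 intracellular calcium fluorescence, ex 470-495, em 515-575 nm | Controls: EC15 oxytocin alone as 0%, 75 nM oxytocin as 100%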
CHO-K1 Ca antag – nonselective inhibitor or artifact in parental CHO-K1 cells; ATP-induced calcium, Fluo-8 fluorescence; inhibition, % at 3 µM; hit rate 0.6% among 360,000;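 active = inhibition above a per-plate cutoff, the plate's mean sample inhibition plus 3 SD, cut at about 24% in these data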;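 also: 0% = DMSO plus EC80 ATP and 100% = DMSO alone without ATP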
TAAR1 ag – human TAAR1 agonists, primary screen, Fluo-8 calcium fluorescence, CHO RD-HGA16 cells | activation, % at 3 µM | vehicle wells 0%, saturating PEA agonist 100% | hit rate 0.99% among 360,000 | Trace amine-associated receptor 1 (Homo sapiens), Q96RJ0;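 active = activation above the mean activation of all test compounds in the run plus 3 SD, cut at about 38% in these data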
Target sequence (Q96RJ0 whole entry, looked up): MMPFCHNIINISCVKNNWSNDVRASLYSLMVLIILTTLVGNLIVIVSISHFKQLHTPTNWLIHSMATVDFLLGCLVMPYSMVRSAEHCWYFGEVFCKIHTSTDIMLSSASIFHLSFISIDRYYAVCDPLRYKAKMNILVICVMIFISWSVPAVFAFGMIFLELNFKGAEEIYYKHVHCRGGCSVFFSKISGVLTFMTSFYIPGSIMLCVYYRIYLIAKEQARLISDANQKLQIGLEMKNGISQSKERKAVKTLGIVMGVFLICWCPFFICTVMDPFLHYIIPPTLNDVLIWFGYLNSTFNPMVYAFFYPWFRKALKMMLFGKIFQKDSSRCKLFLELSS
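System: CHO-derived RD-HGA16 cells with stable Gα16 and human TAAR1 / Times: 17-24 h plating, Fluo-8 75 min 37 °C, 30 min RT / Technique: calcium-sensitive Fluo-8 signal, excitation 470-495, emission 515-575 nm / Measure: % activation relative to PEA EC100 response / Benchmarks: DMSO and PEA EC100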
CHO-K1 Ca ag – counter-screen for M1 agonists: effect in parental CHO-K1 cells. Fluo-8 calcium fluorescence; scaled to maximal ATP response, vehicle zero. activation, % at 3 µM. hit rate 0.48% among 360,000. AID 602248, 2012; in the data active = activation above about 15%;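 also: untransfected CHO-K1 host cells lacking M1 receptor as counterscreen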
TAAR1 antagonist – human TAAR1 antagonists, primary screen, Fluo-8 calcium fluorescence, CHO RD-HGA16 cells. hit rate 1.5% among 360,000. Trace amine-associated receptor 1 (Homo sapiens), Q96RJ0. AID 624466, 2012. antagonist. inhibition, % at 3 µM;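 active = inhibition above a per-plate cutoff, the mean inhibition of test compounds on that plate plus 3 SD, cut at about 49% in these data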;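 also: 0% = DMSO plus EC80 beta-PEA response and 100% = DMSO alone without agonist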
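test system = CHO RD-HGA16 cells bearing hTAAR1 | replication = singlicate | controls = DMSO-only wells and EC80 β-PEA-stimulated wells | reagent = EC80 β-phenethylamine stimulus | read-out basis = percent inhibition of PEA-evoked calcium signal, max/basal emission ratio | schedule = seeding 17-24 h prior, 75-min 37 °C, 30-min RT dye loading | signal = kinetic Fluo-8 calcium fluorescence measurement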
CHO parental Ca – ATP-evoked calcium signal inhibitors, parental CHO, primary screen, counter-screen for OX1R antagonist project, cell-based, fluorescence, Fluo-8 calcium dye | parental CHO-K1, ATP-induced calcium, Fluo-8 fluorescence | inhibition, % at 5.6 µM | hit rate 0.63% among 330,000;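 active = inhibition above that plate's mean sample inhibition plus 3 SD, cut at about 26% in these data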;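 also: 0% = ATP-challenged DMSO wells and 100% = DMSO wells without ATP; some compounds past the cut are filed as inactive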
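Test system: untransfected parental CHO cell line. Compound: one dose, 5.6 µM nominal. Detection: intracellular calcium via Fluo-8 no-wash fluorescent dye. Measure: % inhibition. Benchmarks: ATP-challenged DMSO wells low, unchallenged DMSO wells high.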
M1 ag – human M1 muscarinic receptor agonists, primary screen, Fluo-8 calcium fluorescence, CHO-K1 cells, HTS; AID 588814, 2011; hit rate 0.33% among 360,000; activation, % at 3 µM; Muscarinic acetylcholine receptor M1 (Homo sapiens), P11229; CHO-K1 hM1, agonist mode; 0% DMSO, 100% acetylcholine EC100;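 active = activation above the run's mean compound activation plus 3 SD, cut at about 16% in these data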;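 also: peak over basal fluorescence ratio within a 140 s kinetic read after compound addition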
Target sequence (P11229 whole entry, looked up): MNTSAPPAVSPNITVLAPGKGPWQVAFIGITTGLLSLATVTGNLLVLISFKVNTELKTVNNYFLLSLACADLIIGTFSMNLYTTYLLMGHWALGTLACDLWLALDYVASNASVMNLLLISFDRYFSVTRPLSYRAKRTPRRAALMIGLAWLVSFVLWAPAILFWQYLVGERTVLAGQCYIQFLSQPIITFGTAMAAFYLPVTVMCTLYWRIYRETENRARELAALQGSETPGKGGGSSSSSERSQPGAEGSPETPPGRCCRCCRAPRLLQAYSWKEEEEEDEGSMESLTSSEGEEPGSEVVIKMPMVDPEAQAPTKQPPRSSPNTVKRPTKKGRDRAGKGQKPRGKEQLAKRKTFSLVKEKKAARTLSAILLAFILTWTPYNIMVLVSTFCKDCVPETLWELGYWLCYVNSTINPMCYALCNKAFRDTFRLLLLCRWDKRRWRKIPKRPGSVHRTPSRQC
CHO-K1 Ca PAM – nonselective calcium activators in parental CHO-K1 cells, primary screen, counter-screen for M1 PAM project, cell-based, Fluo-8 calcium fluorescence, full deck, 1536-well. ATP EC20; 0% at ATP EC20, 100% at ATP max. activation, % at 3 µM. hit rate 0.02% among 360,000. AID 602247, 2012;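 active = activation above the run cutoff, the mean activation of all test compounds plus 3 SD, cut at about 40% in these data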;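 also: peak over basal fluorescence ratio in a 140 s read after ATP addition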
CHRM1 antagonist – human M1 muscarinic receptor antagonists, primary screen, CHO-K1 cells, Fluo-8 calcium fluorescence, 1536-well; Muscarinic acetylcholine receptor M1 (Homo sapiens), P11229; CHO-K1 hM1, ACh EC80 antagonist; inhibition, % at 3 µM; hit rate 1.3% among 360,000; AID 588852, 2011;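 active = percent inhibition above its own plate's cutoff, namely the mean of that plate's compound wells plus 3 SD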;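 also: peak over basal fluorescence ratio during 140 s after agonist addition; 0% = ACh EC80 plus DMSO and 100% = DMSO alone without agonist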
Active calls of the source: *; nt = not tested or not shown.

SMILES	OXTR potentiator	CHO-K1 Ca antag	TAAR1 ag	CHO-K1 Ca ag	TAAR1 antagonist	CHO parental Ca	M1 ag	CHO-K1 Ca PAM	CHRM1 antagonist
Cc1ccc(S(=O)(=O)N2CCN(C(=O)c3cccc(-n4cccc4)c3)CC2)cc1	-11	7	-1	-0.3	-1	-25	0	5	-15
O=C(CN(C(=O)c1csnn1)c1ccccc1)NCc1ccc2c(c1)OCO2	-5	-6	1	1.9	-11	-25	-4	-10	-6
N#Cc1c(N)oc(-c2ccc3c(c2)OCO3)c1-c1ccc2c(c1)OCO2	-4	2	3	0.0	0	-7	-2	13	0
NC(=O)CSc1nnc(-c2cccs2)n1Cc1ccco1	1	-7	0	0.0	-16	-1	-2	6	-6
Cc1ccc(CNC(=O)CC(NC(=O)c2ccccc2)c2ccccc2)cc1 (stereo not given)	-11	-16	6	0.9	0	-4	-2	10	-4
O=C(C1CCN(S(=O)(=O)c2cnc[nH]2)CC1)N(CCc1ccccc1)Cc1ccccc1	-12	-1	8	0.6	0	-9	-5	-3	4
Nc1c(C(=O)NCc2ccccc2)c2nc3ccccc3nc2n1-c1ccc2c(c1)OCO2	-1	-6	3	0.2	-11	3	-3	8	-13
O=[N+]([O-])c1cccc(-n2nncc2-c2ccccc2)c1	-8	-13	2	1.6	-16	0	-7	14	-6
O=C(COC(=O)/C=C/c1ccc(OC(F)F)cc1)Nc1cccc(S(=O)(=O)N2CCOCC2)c1	-7	-19	3	2.3	-14	4	1	17	-16
Cc1cc(C)c(NC(=O)c2cccs2)c(C)c1NC(=O)c1cccs1	-25	6	-2	-0.5	0	-13	-6	-12	-4
CN1CCN(c2nc3ccccn3c(=O)c2C=O)CC1	-3	4	nt	0.2	nt	6	-3	14	-17
Cc1ccc(S(=O)(=O)N2C[C@@H](C)[C@]3(C2)[C@H](O)[C@H](OC(=O)NC2CCCC2)C[C@H]2C(=O)N(c4ccccc4)C(=O)[C@H]23)cc1	nt	2	0	0.0	-8	nt	-8	4	-4
Cc1ccc(S(=O)(=O)NCCC(=O)N2CCC(Cc3ccccc3)CC2)cc1	-14	-3	1	2.5	10	-22	-2	-11	-8
O=c1oc(Nc2cccc(Cl)c2)nc2ccccc12	-14	-5	3	-0.5	-14	-11	-7	1	-4
CSCCC1Nc2ccc(S(=O)(=O)N3CCOCC3)cc2NC1=O (stereo not given)	nt	-12	2	0.9	-8	nt	-4	5	-7
COc1ccc(N(CC(C)C)S(=O)(=O)c2nnc(NC(=O)CC(C)C)s2)cc1	nt	-5	-3	3.5	3	nt	-1	5	0
Cc1ccc(Nc2nnc(SCc3cc(=O)n4cc(C)ccc4n3)s2)cc1	2	-11	8	1.1	23	-17	-9	20	-6
COc1ccc(-c2cc(C(=O)N3CCN(S(=O)(=O)c4ccc(C)cc4)CC3)[nH]n2)cc1	-21	3	2	-0.1	1	4	-1	20	-11
CCOc1ccccc1NC(=O)CSc1nc2c(c(=O)n(C)c(=O)n2C)n1C	-4	-11	1	1.8	4	-2	-2	7	-13
Cc1ccc(NC(=O)CCC(=O)NNC(=S)Nc2ccc(F)cc2F)cc1C	-5	-9	4	0.9	-13	-31	-2	12	-15
Cc1cc(C(=O)N/N=C\C(Br)=C\c2ccccc2)c(C)o1	-5	2	3	4.0	15	-22	-5	-10	12
CCc1ccc(S(=O)(=O)NCc2cn3ccccc3n2)s1	-11	-4	9	2.1	3	-5	-1	16	-4
COc1ccc(-c2csc3ncnc(N4CCN(S(=O)(=O)c5ccc(C)cc5)CC4)c23)cc1	0	-3	0	0.4	-8	-26	-5	5	3
CC(C)c1nnc(NC(=O)CCCC(=O)O)s1	-5	-9	4	0.5	-17	-6	-1	17	-8
O=C(COC(=O)C12CC3CC(CC(O)(C3)C1)C2)Nc1ccc(OC(F)F)cc1	nt	-9	3	2.3	2	nt	-2	6	-8
COc1cccc(CNc2nc3cc(-c4cscc4C)sc3c(=O)n2C)c1	nt	-20	0	0.0	13	nt	0	7	-13
CCn1nccc1C(=O)Nc1cc(Cl)cc(Cl)c1	-2	-8	30	0.7	7	-10	-3	-1	2
CN(C)CC1(c2ccccc2)CCCC1	-4	6	1	0.3	3	-12	-6	8	3
CN1/C(=C\C(=O)CN2C(=O)NC3(CCCCCC3)C2=O)C(C)(C)c2ccccc21	-13	20	20	1.9	23	18	0	18	-15
CCOC(=O)c1ccc(NC(=O)c2c(N)n(C)c(=O)n(C)c2=O)cc1	1	-3	10	0.6	2	-6	-3	0	-5
COc1cc(C)c(NC(=S)NCCCN2CCOCC2)cc1OC	-9	-17	6	2.0	-2	-19	-2	25	-8
CCOC(=O)C1(C)CCN1C(=O)c1ccc2ccccc2c1 (stereo not given)	nt	15	3	0.2	-15	nt	-4	-17	-8
O=C(OCCN1C(=O)c2ccccc2C1=O)C1CC(O)CN1S(=O)(=O)c1ccc(Cl)cc1 (stereo not given)	-9	-12	7	2.9	8	-17	-2	0	4
CSc1nc(SCC(=O)NCC2CCCO2)c2c3c(sc2n1)CN(C)CC3 (stereo not given)	-13	nt	3	nt	-6	-7	nt	nt	nt
COc1ccc(C(=O)Nc2ccc(-c3n[nH]c(=S)o3)cc2)cc1OC	-1	-21	0	0.2	4	2	-5	6	-17
Cc1cc(C)c2nc(-c3ccccn3)cc(C(=O)NCCc3ccc(S(N)(=O)=O)cc3)c2c1	-9	11	1	0.8	22	4	-4	-15	10
NC(=O)c1ccsc1NC(=O)COC(=O)c1ccccn1	4	-5	-1	1.2	9	-2	0	5	-11
CCCCS(=O)CC(O)COc1ccc(C(C)(C)C)cc1 (stereo not given)	-4	13	3	0.8	-10	-7	-2	-14	-4
COc1ccc(C(=O)N(C)Cc2ccc(C)o2)cc1OC1CCN(C(C)C)CC1	-2	-8	1	-0.1	-10	-14	-6	-4	5
Cc1ccc(C(OCC(O)CNCc2ccc(F)cc2)c2ccccc2)cc1 (stereo not given)	-14	36*	40*	17*	32	4	7	12	8
COc1cccc(-n2c(=O)c3ccccc3n3c(=S)[nH]nc23)c1	-5	-2	0	0.9	-2	-3	-6	1	-5
CCCn1cnc2c(Sc3c([N+](=O)[O-])ncn3C)nc(N)nc21	nt	-11	3	0.8	2	nt	-4	5	-13
COc1ccc(C2=NCCn3c2c2ccc(C(F)(F)F)cc2[n+]3[O-])cc1	-2	-3	19	0.0	6	13	-1	8	-5
Cc1cc(NC(=O)c2cccs2)ncc1NC(=O)c1cccc(F)c1	-8	-7	4	0.6	6	-17	-6	7	-5
Nc1c(Cl)ncnc1N/N=C/c1ccc(O)cc1	2	0	0	0.7	0	5	2	13	-9

A stretch taken from the entries so far:
SMILES	OXTR potentiator	CHO-K1 Ca antag	TAAR1 ag	CHO-K1 Ca ag	TAAR1 antagonist	CHO parental Ca	M1 ag	CHO-K1 Ca PAM	CHRM1 antagonist
COc1cc(C)c(NC(=S)NCCCN2CCOCC2)cc1OC	-9	-17	6	2.0	-2	-19	-2	25	-8
CCOC(=O)C1(C)CCN1C(=O)c1ccc2ccccc2c1 (stereo not given)	nt	15	3	0.2	-15	nt	-4	-17	-8
O=C(OCCN1C(=O)c2ccccc2C1=O)C1CC(O)CN1S(=O)(=O)c1ccc(Cl)cc1 (stereo not given)	-9	-12	7	2.9	8	-17	-2	0	4
CSc1nc(SCC(=O)NCC2CCCO2)c2c3c(sc2n1)CN(C)CC3 (stereo not given)	-13	nt	3	nt	-6	-7	nt	nt	nt
COc1ccc(C(=O)Nc2ccc(-c3n[nH]c(=S)o3)cc2)cc1OC	-1	-21	0	0.2	4	2	-5	6	-17
Cc1cc(C)c2nc(-c3ccccn3)cc(C(=O)NCCc3ccc(S(N)(=O)=O)cc3)c2c1	-9	11	1	0.8	22	4	-4	-15	10
NC(=O)c1ccsc1NC(=O)COC(=O)c1ccccn1	4	-5	-1	1.2	9	-2	0	5	-11
CCCCS(=O)CC(O)COc1ccc(C(C)(C)C)cc1 (stereo not given)	-4	13	3	0.8	-10	-7	-2	-14	-4
COc1ccc(C(=O)N(C)Cc2ccc(C)o2)cc1OC1CCN(C(C)C)CC1	-2	-8	1	-0.1	-10	-14	-6	-4	5

Further structures:
SMILES	OXTR potentiator	CHO-K1 Ca antag	TAAR1 ag	CHO-K1 Ca ag	TAAR1 antagonist	CHO parental Ca	M1 ag	CHO-K1 Ca PAM	CHRM1 antagonist
COc1cccc(N2CCN(C(=O)c3ccc4nc(N5CCC(C)CC5)sc4c3)CC2)c1	-7	nt	-2	nt	-1	-9	nt	nt	nt
Nc1c(Cl)c(Cl)nc(C(=O)N/N=C/c2ccco2)c1Cl	0	-6	14	0.1	-12	-1	-1	1	-1
CCCCNC(=O)c1cc2c(=O)n3cccc(C)c3nc2s1	-14	-28	6	0.4	-9	-12	0	14	-10
O=[N+]([O-])c1cccc2ccc(N3CCOCC3)nc12	0	-2	3	0.2	8	-6	2	11	-19
Cc1cc(C)c(S(=O)(=O)Nc2ccc(O)c(Sc3ncn[nH]3)c2)c(C)c1	-7	0	0	0.3	13	-9	-7	15	1
Cc1cc(Nc2ccc(C(=O)O)cc2)nc(N)n1	-6	-7	1	0.3	5	8	0	16	-10
O=C(c1ccccc1)N1CCN(C(=O)c2ccc([N+](=O)[O-])cc2)CC1	1	-1	2	0.5	1	-4	-6	22	5
O=C(CN1C(=O)C(=O)c2ccccc21)c1ccccc1	-8	-4	4	2.1	-2	-13	-2	18	-20
